Screening results: PubChem, Broad Institute
CD40 NFkB inh – inhibitors of CD40-induced NF-kB signaling, primary screen, BL2 cells, luciferase reporter, single point; CD40L-induced, 4 h; inhibition, % at 10 µM; actives 0.94% (n = 83,000); AID 1053188, 2014;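 active = mean inhibition of at least 50% with a set share of replicates also reaching that level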;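 note: 0% = neutral control wells and 100% = IKK inhibitor VII at 50 µM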
Starred values were filed as active, the others as inactive; [ ] = dose if it differs, or a comment. These rows are one share of the data (hit frequency here may not be typical).

SMILES	CD40 NFkB inh
O=C(Nc1cc(C(F)(F)F)ccc1-n1cncn1)C1CC1	7
CCCNC(=O)C[C@H]1C[C@H]2c3cc(NC(=O)COC)ccc3O[C@H]2[C@@H](CO)O1	4[25 µM]
O=S(=O)(c1ccc(-c2csc(-c3cccnc3)n2)cc1)N1CCOCC1	0
COc1ccc(-c2ccc3n(c2=O)C[C@H]2[C@H](CO)[C@@H](C(=O)NCCN4CCCC4)N(C)[C@@H]32)cc1	4
CCOC(=O)C1CCN(C(=O)CC2(CC(=O)O)CCCC2)CC1	1
CCCCNC(=S)Nc1cccc(S(=O)(=O)NC2=NCCC2)c1	6
COc1ccccc1NC(=O)c1ccc(C(=O)c2ccccc2)o1	-10
Cc1ccc(OCC(=O)N2CCN(c3ccc([N+](=O)[O-])c(N4CCOCC4)c3)CC2)cc1	12
CC(=O)Nc1ccc(NC(=O)c2c(C)nn(-c3ccccc3)c2Cl)cc1C	-4
O=C(NN=Cc1ccccc1O)C(O)c1ccccc1 (configuration not stated)	-7
Cc1oc2ccc(OCC(N)=O)cc2c1C(=O)OC(C)C	0
COc1ccc2c3c(n(C)c2c1)[C@H](CO)N(C(=O)c1cccc(F)c1)CC31CN(C(=O)c2cccc(F)c2)C1	23[25 µM]
COc1cccc(COC(=O)c2ccc3c(c2)NC(=O)C(C)S3)c1OC (configuration not stated)	4
C[C@H](NC(=O)C1CC(=O)N(c2ccc(F)cc2)C1)C(=O)N1CCCCC1 (some centres not stated)	2
O=C(NCCC(=O)N1CCN(Cc2c(F)cccc2Cl)CC1)c1ccc(Cl)cc1	-7
O=C(CN1C(=O)NC2(CCc3ccccc32)C1=O)c1ccc2c(c1)OCCO2 (configuration not stated)	-29
c1ccc(CCc2nn3c(Cn4cnc5ccccc54)nnc3s2)cc1	14
CCCNC(=O)[C@@H]1[C@@H](CO)[C@@H]2Cn3c(ccc(C4=CCCCC4)c3=O)[C@@H]2N1Cc1ccccc1F	-2[25 µM]
Cc1csc2nc(CNS(=O)(=O)c3ccc(-c4ccccc4)cc3)cn12	11
O=C(Nc1ccccc1)P(=O)(O)c1ccccc1	-1
Cc1cc(C(=O)CN2C(=O)NC3(CCCCCC3)C2=O)c(C)n1C	-23
CC(C)CN(/C=N/c1sc2c(c1C#N)CCCCC2)CC(C)C	2
O=C(CCn1c(=O)oc2ccccc21)NCc1cccs1	1
COC(=O)[C@@H](NC(=O)Nc1ccc2c(c1)OCCO2)C(C)C	-5
FC(F)(F)c1cc(NCc2cccs2)n2ncnc2n1	7
CC(C)NC(=O)N1CCCCN2[C@H](CO)[C@@H](c3ccc(C#C[C@H](C)O)cc3)[C@H]2C1	0[25 µM]
O=c1[nH]c(N2CCN(Cc3ccccc3)CC2)nc2c1CCC2	9
Cc1nn(-c2ccccc2)nc1C(=O)Nc1ccc2[nH]ncc2c1	5
CCCc1cc(C(=O)NCc2ccco2)no1	-11
Oc1ccccc1-c1cncn1Cc1ccccc1	5
NS(=O)(=O)c1ccc(CCNC(=O)c2ccc3nc4ccc(Cl)cc4c(=O)n3c2)cc1	-6
O=C(CSc1nnc2ccccn12)NC(=O)c1ccccc1Cl	-8
N#Cc1ccccc1OCC(O)CNCCNC(=O)Nc1ccccc1 (configuration not stated)	-8[25 µM]
CCN(c1ccccc1)S(=O)(=O)c1ccc(Cl)c(C(=O)N(CC2CCCO2)C2CCS(=O)(=O)C2)c1 (configuration not stated)	7
O=C(CNC(=O)c1ccc(Cl)cc1)Nc1ccc(S(=O)(=O)Nc2ncccn2)cc1	5
O=C(NCc1cccs1)[C@@H]1CSC2c3ccccc3C(=O)N21 (some centres not stated)	11
Cn1c(=O)n(C)c2cc(S(=O)(=O)N3CCCc4ccccc43)ccc21	1
COc1cccc(NC(=O)CN(C)C(=O)c2ccc(OCc3ccccc3)c(OC)c2)c1	-22
O=C(CN1CCCc2ccccc21)NCc1ccccc1Cl	-44
COc1ccccc1-c1ccc([C@H]2[C@@H](C#N)N(C(=O)C3CCC3)[C@@H]2CO)cc1	-14
Fc1ccc(N/N=C/c2cccnc2)c(F)c1	-24
CN(c1ccccc1)S(=O)(=O)c1ccc(C(=O)Nc2nnc(C3CC3)o2)cc1	3
COCc1cc(C)nc2sc(C(=O)N3CCCC3)c(N)c12	8
CC(=O)NNS(=O)(=O)c1ccc(-c2cc(C(F)(F)F)n(C)n2)s1	2
Cc1ccc(S(=O)(=O)Nc2ccc3c(c2)CC(=O)N([C@H](C)CO)C[C@@H](C)[C@H](CN(C)C(=O)Nc2ccccc2)O3)cc1	6
CC(=O)NCCC(=O)Nc1cc(S(=O)(=O)N2CCOCC2)ccc1Oc1ccc(F)cc1	-1
O=C(NC(=Nc1nc2ccccc2o1)NC(=O)c1ccccc1)c1ccccc1	-19
O=C(Nc1cccn(Cc2cccc(F)c2)c1=O)NC1CCCCC1	-11
O=C(CN1C(=O)NC2(CCCCCCC2)C1=O)N1CCc2ccccc2C1	0
C[C@@H]1CN([C@@H](C)CO)C(=O)CCCn2nncc2CO[C@@H]1CN(C)CC1CCCCC1	-6[25 µM]
COc1ccc(NC(=O)Nc2ccc3c(c2)C(=O)N([C@H](C)CO)C[C@@H](C)[C@H](CN(C)C(=O)Nc2ccc(F)cc2)OCCCC[C@@H](C)O3)cc1	2
O=C(C[C@@H]1C=C[C@H](NC(=O)c2ccc3c(c2)OCO3)[C@H](CO)O1)NC1Cc2ccccc2C1	-3[25 µM]
CC1CCN(C(=O)c2scc3c2OCCO3)CC1	8
COc1ccc(OCc2cc(C(=O)NCC3CCCCO3)no2)c(Cl)c1 (configuration not stated)	-84
Nc1ccc2c3c(ccc([N+](=O)[O-])c13)CC2	21
O=C(O)c1ccc(OCC(F)(F)F)nc1	14
C=C(C)Cn1c(CCNC(=O)C(C)(C)C)nc2ccccc21	3
C/C(=N/Oc1nc(C)cc(C)n1)c1ccccc1	-54
O=C(CNC(=O)c1cccs1)Nc1ccncc1	1
Cc1nc2sc(C(c3ccco3)N3CCN(c4ccccc4)CC3)c(O)n2n1 (configuration not stated)	3

Further compounds follow:
SMILES	CD40 NFkB inh
O=C(CCC(=O)NC1CCCCCC1)Nc1nnc(C(F)(F)F)s1	14
CC(=O)c1sc(Nc2nc(C)cc(C)n2)nc1C	3
Cc1ccc(S(=O)(=O)NC(C)C(=O)OCC(=O)N(C)c2ccccc2)cc1 (configuration not stated)	13
COc1cccc(S(=O)(=O)N(C)C[C@@H]2OCc3ccccc3-c3c(n(C)c4ccccc34)C(=O)N([C@H](C)CO)C[C@H]2C)c1	64*[25 µM]
CCCC(=O)N1C[C@H]2[C@@H](c3ccccc31)[C@H](CO)N2C(=O)Nc1ccc(F)cc1	-7[25 µM]
O=C(Nc1nc(-c2ccc3c(c2)OCCO3)cs1)C1CCCC1	-53
FC(F)Sc1ccc(-n2c(-c3ccc(Cl)cc3)c[n+]3c2CCC3)cc1	14
CCN(CC(=O)Nc1c(F)cccc1F)C(=O)Cc1sc(C)nc1-c1ccc(F)cc1	5
COc1ccc(Oc2ccccc2C#N)cc1	3
O=C1N=C(N2CCOCC2)SC1=Cc1ccco1	4
COC(=O)C1(O)CC(C(C)C)=NN1C(=O)c1ccccc1 (configuration not stated)	4
C[C@@H]1CN([C@H](C)CO)C(=O)c2c(c3ccccc3n2C)-c2ccccc2CO[C@@H]1CN(C)C(=O)c1ccccc1	9

By substructure: those above containing an aryl thioether with sulfur outside any ring.
SMILES	CD40 NFkB inh
O=C(CSc1nnc2ccccn12)NC(=O)c1ccccc1Cl	-8
FC(F)Sc1ccc(-n2c(-c3ccc(Cl)cc3)c[n+]3c2CCC3)cc1	14

(continued)
SMILES	CD40 NFkB inh
Cc1cccc(C)c1NC(=O)CCn1cnc2ccccc2c1=O	1
COCC(=O)NC[C@H]1[C@@H](c2ccc(C3=CCCC3)cc2)[C@@H](CO)N1C(=O)C1CC1	4[25 µM]
O=S(=O)(c1ccc(-c2ccno2)s1)N1CCCCC1	12
CN1C(=O)c2cc(NC(=O)Nc3ccccc3Cl)ccc2OC[C@H]2O[C@@H](CC(=O)O)CC[C@H]21	2[25 µM]
COCC(=O)Nc1ccc2c(c1)[C@@H]1C[C@H](CC(=O)N[C@@H](C)c3ccccc3)O[C@@H](CO)[C@@H]1O2	-2[25 µM]
O=C(Nc1ccc(C(=O)N2CCCC2)cc1)c1ccc2c(c1)OCO2	-51
COc1ccc(C(=O)NNC(=O)c2ccc3ccccc3n2)cc1	-50
Cc1ccc([N+](=O)[O-])cc1NC(=O)C(C)N1CCCCC1 (configuration not stated)	-13
COC(=O)c1cc2c(cc1[N+](=O)[O-])OCO2	5
O=c1cc(CN2CCN(S(=O)(=O)c3ccccc3)CC2)nc2ccc(Cl)cn12	2
COc1cc(C(=O)Nc2ccccc2N2CCOCC2)ccc1OCc1c(C)noc1C	5
O=C(O)C1CCCN(C(=O)/C=C/c2ccccc2)CC1 (configuration not stated)	-18

With a hit mark in CD40 NFkB inh, of those listed so far:
SMILES	CD40 NFkB inh
COc1cccc(S(=O)(=O)N(C)C[C@@H]2OCc3ccccc3-c3c(n(C)c4ccccc34)C(=O)N([C@H](C)CO)C[C@H]2C)c1	64*[25 µM]

Ordered by SMILES length (descending): 7 of the compounds above
SMILES	CD40 NFkB inh
CCCNC(=O)C[C@H]1C[C@H]2c3cc(NC(=O)COC)ccc3O[C@H]2[C@@H](CO)O1	4[25 µM]
CC(=O)Nc1ccc(NC(=O)c2c(C)nn(-c3ccccc3)c2Cl)cc1C	-4
O=C(CN1C(=O)NC2(CCCCCCC2)C1=O)N1CCc2ccccc2C1	0
COc1ccccc1NC(=O)c1ccc(C(=O)c2ccccc2)o1	-10
Cc1cccc(C)c1NC(=O)CCn1cnc2ccccc2c1=O	1
Cc1oc2ccc(OCC(N)=O)cc2c1C(=O)OC(C)C	0
O=C(Nc1ccccc1)P(=O)(O)c1ccccc1	-1

Further structures:
SMILES	CD40 NFkB inh
CS(=O)(=O)N1CCN(c2ccc(NC(=O)Cc3ccccc3)cc2)CC1	16
C[C@H](CO)N1C[C@H](C)[C@@H](CN(C)C(=O)C2CC2)OCc2ccccc2-c2ccccc2C1=O	6
CN(Cc1ccc(Cl)s1)C(=O)CN1C(=O)N(C)C2(CCCCC2)C1=O	-22
CC(C)Nc1nc(NCCOc2ccccc2Cl)c2sccc2n1	35
COc1ccc(-c2cc(C(=O)Nc3cnn(Cc4ccccc4C)c3)no2)cc1OC	2
O=Cc1ccc(OCC(=O)N2CCc3ccccc32)c(Br)c1	-45
NC(=O)c1ccsc1NC(=O)COC(=O)c1c(F)cccc1Cl	-51
CCS(=O)(=O)Nc1ccc2c(c1)C(=O)N(C)C[C@@H](OC)[C@H](C)CN(CC1CCCCC1)[C@H](C)CO2	-8[25 µM]
O=C(Nc1ccc2c(c1)OCCO2)c1cccs1	-21
CCCCOC(=O)Nc1cccc(Cl)c1C	-14
Cc1ccc(S(=O)(=O)N(C)C)cc1NC(=O)C1CCCC1	1
O=C(COC(=O)C12CC3CC(CC(C3)C1)C2)N1CCN(S(=O)(=O)c2ccccc2)CC1	28
CC1CC(c2ccccc2)n2nc(NC(=O)c3ccco3)nc2N1 (configuration not stated)	-6
CN(C)CCN(C(=O)c1cccc2ccccc12)c1nc2cc3c(cc2s1)OCO3	15
C[C@@H]1CN([C@H](C)CO)C(=O)CCCn2nncc2CO[C@@H]1CN(C)C(=O)Nc1ccc(C(C)(C)C)cc1	-13
COc1ccc(NS(=O)(=O)c2ccc(C)c(NC(=O)CNC(=O)c3ccco3)c2)cc1	-20
CC(C)n1cnnc1SCC(=O)Nc1ccc(N2CCCCC2)cc1	-6
Cc1sc(NC(=O)c2cccnc2)nc1-c1ccccc1	-27
Cn1c(=O)c2c(nc(Br)n2CCSc2nc3ccccc3o2)n(C)c1=O	6
COc1cccc(CN2[C@@H]3CN(C(=O)c4cccnc4)c4ccccc4[C@@H]3[C@@H]2CO)c1	-4
CO[C@@H]1CC[C@H]2CCN(C)C(=O)[C@@H](C)CN(C)C(=O)c3cc(C#N)ccc3OC[C@@H]1O2	-11[25 µM]
COc1c(C)cc(C(=O)C2CCCN(C(=O)Cn3ccc(C)n3)C2)cc1C (configuration not stated)	-2
CC1CCCC(NC(=O)c2cccc(S(=O)(=O)N3CCN(c4ccccc4)CC3)c2)C1C (configuration not stated)	-7
Cc1ccccc1NC(=O)C(C)OC(=O)CCC(=O)N(CC(C)C)c1c(N)n(CC(C)C)c(=O)[nH]c1=O (configuration not stated)	-3

5 neighbouring entries already listed, quoted:
SMILES	CD40 NFkB inh
COc1cccc(CN2[C@@H]3CN(C(=O)c4cccnc4)c4ccccc4[C@@H]3[C@@H]2CO)c1	-4
CO[C@@H]1CC[C@H]2CCN(C)C(=O)[C@@H](C)CN(C)C(=O)c3cc(C#N)ccc3OC[C@@H]1O2	-11[25 µM]
COc1c(C)cc(C(=O)C2CCCN(C(=O)Cn3ccc(C)n3)C2)cc1C (configuration not stated)	-2
CC1CCCC(NC(=O)c2cccc(S(=O)(=O)N3CCN(c4ccccc4)CC3)c2)C1C (configuration not stated)	-7
Cc1ccccc1NC(=O)C(C)OC(=O)CCC(=O)N(CC(C)C)c1c(N)n(CC(C)C)c(=O)[nH]c1=O (configuration not stated)	-3

Later entries:
SMILES	CD40 NFkB inh
CN1c2ccc(-c3ccc(F)cc3)cc2[C@@H]2[C@@H](CCN2C(=O)Cc2cccnc2)[C@@H]1CO	9[25 µM]
O=C(C1CCCC1)N1C[C@@H]2[C@H](c3ccccc31)[C@@H](CO)N2C(=O)Cc1ccccn1	-1
COc1ccc(NC(=O)Cn2c(C(C)C)nc(C)cc2=O)cc1Cl	7
CCc1ccc(OCC(=O)N(CC)CC)cc1	4
CC(C)CNC(=O)COC(=O)c1ccc(Cl)c(S(N)(=O)=O)c1	13
O=C(Cc1ccc2c(c1)OCCO2)Nc1ccc(Cl)c(S(=O)(=O)N2CCOCC2)c1	11
Cn1c(Oc2ccncc2)nc2cc(-c3ccsc3)sc2c1=O	-1
Cc1c(CCOC(=O)CC23CC4CC(CC(C4)C2)C3)sc[n+]1CC(=O)c1ccccc1	45
O=C(CCC(=O)c1ccccc1)NCCOc1ccccc1	-1
C[C@H]1CN([C@@H](C)CO)C(=O)c2c(c3ccccc3n2C)-c2ccccc2CO[C@H]1CN(C)C(=O)[C@@H](Cc1ccccc1)N(C)C	43[25 µM]
COc1ccccc1NC(=O)N1C[C@H](O)COC[C@@H]2O[C@@H](CC(=O)N3CCC(Cc4ccccc4)CC3)CC[C@H]21	32[25 µM]
